# PLK1 PBD inh: qHTS for Inhibitors of PLK1-PDB (polo-like kinase 1 - polo-box domain): Primary Screen. Serine/threonine-protein kinase PLK1 (Homo sapiens), P53350. Plk1 PBD binding of FITC phosphopeptide, fluorescence polarization. Potency, µM, for the others: max response, negative = inhibition, actives largely listed as inhibitors. 2.8% of 360,000 active; note: potency is the fitted concentration of half-maximal effect; series mostly up to about 57 µM; % is set by controls: 0 for no effect and ±100 for the full control effect; nearly all actives have a fitted effect of over 65% in size
# FUS suppressor: qHTS for Suppressors of FUS Proteinopathy: Primary screen using FUS-linked yeast assay; S. cerevisiae FUS-expressing, growth rescue, OD600, 24 h; Potency, µM (doses to about 76.6 µM), for the others: at the top dose growth rescue (activation), hits mostly activators; 0.24% of 390,000 active;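 note: potency is the fitted concentration of half-maximal effect; plate controls were DMSO vehicle for no effect and reference control for full effect; nearly all actives have a fitted effect of over 55% in size; some results filed as inactive show a strong effect at the top dose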
#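 Galactose (2%) drives FUS expression in yeast precultured in raffinose; seeding density OD 0.005. Test compounds incubated 24hr at 30C and 99% humidity before absorbance at 600 nm was measured.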
# aSyn rescue: qHTS of alpha-syn Inhibitors; Yeast expressing alpha-synuclein, growth rescue, BacTiter-Glo, 24 h; Potency, µM (highest dose often 46.1 µM), for inactives: at the top dose growth rescue (activation), most hits filed as activators; 0.14% of 370,000 active; note: potency is the fitted concentration of half-maximal effect; % of control where 0% means no effect; nearly all actives have a fitted effect of over 65% in size
#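 Rescue of yeast growth: cells expressing toxic alpha-synuclein, induced in galactose at OD600 0.02, incubated with compound 24 h at 30 C. ATP luminescence quantified growth; inhibitors of toxicity appear as activators.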
# EPAC1 ag: qHTS for Agonist of cAMP-regulated guanine nucleotide exchange factor 3 (EPAC1): primary screen. Rap guanine nucleotide exchange factor 3 (Homo sapiens), O95398. Potency, µM (highest dose often 154 µM), inactives show top-dose activation, actives largely listed as activators. EPAC1 agonist qHTS, biochemical assay; response scale: 100% = response to 6.5 mM cAMP. 0.073% of 360,000 active; note: potency is the fitted concentration of half-maximal effect; nearly all actives have a fitted effect of over 60% in size
# Target sequence (O95398 whole entry, looked up): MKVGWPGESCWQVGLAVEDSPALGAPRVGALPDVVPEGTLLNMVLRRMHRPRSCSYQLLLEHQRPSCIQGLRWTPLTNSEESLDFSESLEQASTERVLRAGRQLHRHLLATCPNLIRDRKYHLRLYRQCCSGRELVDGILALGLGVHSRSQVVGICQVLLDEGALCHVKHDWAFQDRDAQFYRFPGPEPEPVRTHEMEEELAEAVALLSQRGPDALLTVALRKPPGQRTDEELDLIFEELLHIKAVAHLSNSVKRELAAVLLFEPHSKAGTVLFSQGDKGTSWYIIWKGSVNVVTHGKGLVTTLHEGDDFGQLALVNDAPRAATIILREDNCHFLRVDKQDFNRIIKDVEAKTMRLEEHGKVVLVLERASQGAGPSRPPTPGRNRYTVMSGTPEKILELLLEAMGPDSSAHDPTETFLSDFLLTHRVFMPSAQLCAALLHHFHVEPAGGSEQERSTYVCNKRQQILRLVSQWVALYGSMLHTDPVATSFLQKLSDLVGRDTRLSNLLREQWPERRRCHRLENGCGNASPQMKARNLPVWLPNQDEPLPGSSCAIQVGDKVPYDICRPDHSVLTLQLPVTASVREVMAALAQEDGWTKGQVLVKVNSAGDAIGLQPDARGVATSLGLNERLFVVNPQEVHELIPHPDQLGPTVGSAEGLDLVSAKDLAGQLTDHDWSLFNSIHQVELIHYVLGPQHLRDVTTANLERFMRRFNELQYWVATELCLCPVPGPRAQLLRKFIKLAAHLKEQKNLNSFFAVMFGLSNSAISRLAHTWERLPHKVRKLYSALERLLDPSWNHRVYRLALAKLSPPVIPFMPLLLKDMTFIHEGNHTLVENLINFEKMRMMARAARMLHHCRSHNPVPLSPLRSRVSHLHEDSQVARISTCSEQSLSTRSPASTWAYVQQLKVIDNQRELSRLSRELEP
#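 Read-out is the fluorescence drop as BODIPY-GDP leaves Rap1B (480 nm excitation, 540 nm emission), recorded every 5 minutes over 30 minutes. Reactions held 100 nM EPAC1, 250 nM Rap1B–BODIPY-GDP and 50 uM GDP, with 6.5 mM cAMP setting full activation.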
# Abeta yeast res: qHTS for compounds that reverse cellular toxicity of Amyloid beta (A-beta) peptide in yeast: Primary Screen | yeast expressing A-beta42, growth rescue, OD600, 48 h; response scale: 0% DMSO, 100% iron-clioquinol control | Potency, µM (doses to about 46.1 µM), inactives show at the top dose growth rescue, most hits filed as activators | 0.063% of 410,000 active | AID 1347071, 2019; note: potency is the fitted concentration of half-maximal effect; nearly all actives have a fitted effect of over 55% in size
#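 Yeast growth medium received pinned compounds, then yeast cells expressing toxic A-beta were added; plates incubated at 30 C for 48 hr. Growth read as absorbance at 600 nm, normalized to DMSO and equimolar FeCl3 plus clioquinol controls.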
# IL-2 act: qHTS of IL-2 Activators; 0.065% of 360,000 active; IL-2 activation reporter assay, cell-based qHTS; stimulated with anti-CD3/CD4/CD28 beads; in transgenic mouse T cells; AID 652025, 2013; activation, % (series mostly up to about 46 µM); in the data active = activation above about 50%; inconclusive = mostly about 30% to 49%; note: 0% is about no effect
#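 Unstimulated transgenic mouse T cells; 60-min compound exposure; bead-based TCR/CD4/CD28 stimulation; 18 h culture, 37 degrees C; dual fluorescence (EGFP, DsRed) plate cytometry.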
# PI5P4Ka inh: qHTS for Inhibitors of phosphatidylinositol 5-phosphate 4-kinase (PI5P4K) | 1.2% of 330,000 active | PI5P4Kalpha enzyme, ADP-Glo luminescence, 60 min; active compounds read low | Phosphatidylinositol 5-phosphate 4-kinase type-2 alpha (Homo sapiens), P48426 | max response, %; active = max response of -50% or lower; inconclusive = between -30% and -50%; inactive = -30% or higher; note: value at the top dose of about 77 µM; % is set by controls: 0 for no effect and ±100 for the full control effect
#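 ADP-Glo luminescence end-point read after a 60 min room-temperature kinase reaction of PI5P4Kalpha plus substrate, initiated with ATP at 5 microM final. Buffer: 0.038 M HEPES pH 7.4, EGTA, 0.1% CHAPS, 5% DMSO.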
# WRN inhibitor: qHTS for Inhibitors of WRN Helicase | Bifunctional 3'-5' exonuclease/ATP-dependent helicase WRN (Homo sapiens), Q14191 | WRN helicase unwinding, fluorescent forked duplex, kinetic | Potency, µM (top dose mostly 114 µM), without a hit: top-dose activity change, negative = inhibition, hits mostly inhibitors | 0.46% of 360,000 active | AID 651768, 2012; note: potency is the fitted concentration of half-maximal effect; % is set by controls: 0 for no effect and ±100 for the full control effect; nearly all actives have a fitted effect of over 55% in size
#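 Screening of the MLSMR collection measured strand separation of a quenched forked DNA duplex (100 nM) by 20 nM WRN with 2 mM ATP, all final. Compounds were preincubated with enzyme 15 min at room temperature.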
# EPAC1 antag: qHTS for Antagonist of cAMP-regulated guanine nucleotide exchange factor 3 (EPAC1): primary screen | Rap guanine nucleotide exchange factor 3 (Homo sapiens), O95398 | EPAC1 GEF assay, Rap1b-BODIPY-GDP exchange fluorescence | Potency, µM (highest dose often 115 µM), for inactives: top-dose activity change, negative = inhibition, usual class: inhibitors | 0.14% of 360,000 active | AID 720709, 2013;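 note: potency is the fitted concentration of half-maximal effect; plate controls were vehicle for no effect and positive control for full effect; nearly all actives have a fitted effect of over 50% in size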
# Active calls of the source: *; ? = inconclusive; . = not tested or not shown; [ ] = dose if it differs, or a comment. Unless noted, calls come from the whole dose curve; as a rule, active = well fitted curve in the direction sought with a large enough effect; inconclusive = small, poorly fitted or top-dose-only effect, or another doubt; inactive = no such curve, though single readings can be large; an effect the other way counts as inactive or inconclusive.
# Values run as follows: PLK1 PBD inh	FUS suppressor	aSyn rescue	EPAC1 ag	Abeta yeast res	IL-2 act	PI5P4Ka inh	WRN inhibitor	EPAC1 antag
[1] COc1ccc(Nc2nc(NCC3CCCO3)nc(N)c2[N+](=O)[O-])cc1 (stereo unspecified)
  -18.9%	19.5%	8.0%	-8.7%	11.5%	-1.0	-0.9	-10.8%	-11.9%
[2] O=C(NC(=S)NCc1ccc(F)cc1)c1ccccc1
  -2.7%	.	-4.6%	10.6%	-24.0%	2.1	0.5	-7.9%	-12.4%
[3] CCCCn1c(-c2cccnc2)n[nH]c1=S
  -2.5%	-18.9%	-3.7%	0.9%	12.5%	0.0	2.5	-13.2%	0.1%
[4] C[C@H]1[C@H](c2ccccc2)C[C@@H](C(=O)O)C1(C)C
  0.5%	6.8%	-5.1%	10.1%	-25.1%	0.0	4.0	13.6%	-3.0%
[5] Cn1nnc(NC(=S)NC(=O)c2cccc3c(Br)cccc23)n1
  ?	14.2%	-3.8%	-6.6%	28.2%	0.2	-18.8	5.3%	17.1%
[6] CCN(CC)CCCN1C(=O)C(=O)/C(=C(/O)c2ccc(Cl)cc2)C1c1ccccn1 (stereo unspecified)
  -3.0%	-3.1%	3.2%	0.0%	-0.8%	1.2	2.0	1.4%	0.0%
[7] O=S(=O)(c1ccc(Br)c2nsnc12)N1CCOCC1
  -3.9%	6.2%	0.0%	3.7%	-2.8%	0.5	-2.6	-6.6%	-4.5%
[8] O=C(NC1CC1)c1scc2c1OCCO2
  -7.2%	-1.2%	6.3%	2.0%	4.7%	-0.1	-4.7	4.3%[57.1 µM]	4.1%
[9] Cc1cccc(C)c1OCC(=O)OC/C(O)=C(\C#N)c1nc2ccccc2[nH]1
  -13.3%	12.7%	-2.4%	2.9%	0.3%	-0.8	-19.9	0.6%	-11.8%
[10] CC(C)(C)OC(=O)NCCCCCNC(=O)c1[nH]cnc1C(=O)N[C@@H](Cc1ccccc1)C(=O)OCc1ccccc1
  -4.2%	?	-10.4%	-7.1%	-5.9%	-3.3	9.8	-4.5%	-13.1%
[11] CCc1ccc(N2CC(C(=O)OCC(=O)NC3CC3)CC2=O)cc1 (stereo unspecified)
  -2.0%	3.3%	-9.1%	-6.6%	-7.8%	2.8	2.3	9.5%	-7.5%
[12] O=C(Nc1ccccc1)N1CCSc2cc(Cl)ccc21
  -0.6%	5.3%	-11.0%	-6.3%	23.7%	-1.1	-1.4	-2.6%	7.6%
[13] CCOC(=O)NN1C(=O)c2ccccc2NC1c1ccccc1O (stereo unspecified)
  -4.2%	13.8%	-0.1%	9.2%	0.5%	0.0	1.9	-15.3%	9.2%
[14] O=C(NCc1ccc(F)cc1)c1cc(S(=O)(=O)N2CCOCC2)ccc1F
  -2.4%	5.7%	?	0.0%	-4.9%	-1.1	.	3.0%	-16.2%
[15] N#CC1=C(N)N2C(=C(C#N)C13CCN(Cc1ccccc1)CC3)Nc1ccccc12
  -10.9%	30.4%	-18.8%	5.4%	-5.9%	-2.4	.	-20.6%	-2.3%
[16] O=C(CN1CCN(C(C(=O)Nc2ccc(Cl)cc2C(F)(F)F)c2ccccc2)CC1)NC1CC1 (stereo unspecified)
  2.0%	-24.3%	5.3%	-10.0%	3.6%	2.0	7.6	-1.2%	-8.6%
[17] COc1ccc(N(CC(=O)Nc2ccccc2OC)S(=O)(=O)c2ccccc2)cc1Cl
  6.8%	12.7%	-1.5%	-9.5%	?	0.4	7.2	-9.4%	11.1%
[18] COc1cc(OC)cc(C(=O)Nc2ccc(-n3cnnn3)c(C)c2)c1
  1.2%	11.9%	-3.7%	-4.7%	-1.2%	-3.1	.	-14.9%	-3.3%
[19] Cc1nn(Cc2c(Cl)cccc2Cl)c(Cl)c1/C=N/NC(=O)c1cccnc1
  -10.9%	30.7%	1.8%	-1.2%	3.0%	2.0	0.8	9.2%	1.6%
[20] Cc1onc(C(=O)Nc2ccc3c(c2)OCO3)c1[N+](=O)[O-]
  -1.4%	6.4%	0.8%	-0.5%	4.8%	-3.0	-23.0	-3.1%[57.1 µM]	18.1%
[21] Cc1cccc(NC(=O)COc2ccccc2C)n1
  0.3%	9.4%	-7.2%	1.4%	-15.3%	-1.0	.	-9.0%	-3.1%
[22] COc1ccc2c(C)c(CC(=O)N3CCN(C(=O)C4COc5ccccc5O4)CC3)c(=O)oc2c1 (stereo unspecified)
  -9.4%	6.7%	9.6%	-9.7%	0.1%	-0.6	-1.8	2.3%	-17.0%
[23] CNS(=O)(=O)c1ccc(C)cc1
  -7.5%	-12.6%	-1.1%	16.3%	-2.8%	-3.9	0.1	-5.1%	?
[24] O=C(CCC(=O)c1cccs1)OCC(=O)c1ccccc1F
  -6.9%	12.4%	1.1%	2.6%	0.0%	-4.2	0.2	-0.9%	5.8%
[25] CCc1ccccc1NC(=S)NCc1ccc2c(c1)OCO2
  -8.0%	22.4%	7.7%	-0.9%	7.4%	-2.0	.	-2.1%	17.9%
[26] Cc1cc(N2CCN(C)CC2)nc2ccc(NC(=S)NCCN3CCc4ccccc4C3)cc12
  -14.0%	-5.6%	2.3%	11.1%	.	0.6	0.8	-19.6%	-12.4%
[27] CCOC(=O)c1ccc(N=C2SC(C(=O)NC)CC(=O)N2CCc2ccccc2)cc1 (stereo unspecified)
  0.2%	-1.2%	2.4%	-4.2%	10.4%	-0.6	-0.6	-5.3%	-7.5%
[28] O=C(CC1SC(N2CCCC2)=NC1=O)Nc1ccc(C(=O)NCCOc2ccccc2F)cc1 (stereo unspecified)
  -7.6%	23.6%	-3.8%	-1.6%	-2.2%	-1.4	5.5	-7.6%	-17.2%
[29] Cc1ccc(C)c(CN2C(=O)COc3ccccc32)c1
  -8.6%	3.6%	6.7%	-0.7%	11.7%	0.4	12.9	-33.1%	-11.7%
[30] CC1CCCCC1NC(=O)CCS(=O)(=O)c1ccc2c(c1)NC(=O)CS2 (stereo unspecified)
  ?	2.8%	-1.2%	-1.8%	10.1%	-0.1	1.0	-3.4%	-2.1%
[31] COc1ccc2[nH]c(=O)c(CN(Cc3ccc(C)cc3)Cc3nnnn3CC3CCCO3)cc2c1 (stereo unspecified)
  -6.7%	31.2%	-0.9%	-7.3%	6.7%	0.6	7.8	1.2%	1.6%
[32] COc1cc(C(=O)NNC(=O)c2cc(S(=O)(=O)N(C)C)ccc2N2CCCC2)cc(OC)c1OC
  -11.9%	-3.2%	?	10.2%	6.9%	0.7	-1.8	-0.3%	0.9%
[33] CCOc1cc(CNCc2ccccn2)cc(Cl)c1OCC
  -8.3%	9.0%	-2.0%	5.1%	8.9%	-1.8	3.2	8.0%	-13.8%
[34] COC(=O)c1ccc(CSc2nnc(N)s2)cc1
  -2.8%	2.2%	1.1%	0.0%	20.7%	-0.1	2.8	-1.9%	0.0%
[35] CC1=C(C(=O)OCC2CCCO2)C(c2ccncc2)C2=C(CCCC2=O)N1 (stereo unspecified)
  -11.1%	.	-4.5%	6.2%	-7.5%	-4.0	2.4	11.0%	2.4%
[36] COC(C/C=C/[C@H](O)COCc1ccccc1)OC
  1.1%	-15.9%	-0.1%	3.7%	-6.4%	-0.1	1.5	7.8%	-18.8%
[37] CC(NS(=O)(=O)c1cc2c3c(c1)CCC(=O)N3CCC2)c1ccccc1 (stereo unspecified)
  -4.5%	13.7%	-0.8%	3.4%	-2.8%	-1.3	2.3	-1.2%	-8.1%
[38] CCn1c(/C=C/c2cc(Br)ccc2O)nc2ccccc2c1=O
  7.2%	-3.0%	1.0%	15.7%	12.8%	1.0	21.1	4.3%	2.1%
[39] O=C(OCC(=O)N1CCCc2ccccc21)c1cccnc1Cl
  -0.1%	-4.3%	6.0%	4.3%	7.6%	-0.2	-0.6	-3.4%	-12.2%
[40] CCN1C(=O)C(CC(=O)Nc2ccccc2)N(Cc2ccccn2)C1=S (stereo unspecified)
  -9.1%	29.2%	1.1%	-2.7%	6.1%	-0.1	-2.6	-12.4%	11.5%
[41] C#CCOCCOCCOCCNc1nc(N2CCN(C(=O)[C@H](CCCN=C(N)N)n3cc(C(N)[C@@H](C)CC)nn3)CC2)nc(N2CCN(C(=O)[C@H](CCCCN)n3cc([C@@H](N)[C@H](C)CC)nn3)CC2)n1 (stereo partly specified)
  -3.4%	-8.1%	-11.0%	7.1%	-1.6%	1.6	-2.4	-17.5%	?
[42] Cc1cc(C)c(C)c(S(=O)(=O)NC(C(=O)NCCc2ccco2)C(C)C)c1C (stereo unspecified)
  -5.5%	14.3%	-3.3%	-8.5%	4.9%	0.1	-5.9	3.4%	-10.0%
[43] CCOCCCNC(=O)c1cc(Sc2nnc(C)s2)nc2ccccc12
  0.9%	-7.1%	-4.3%	11.7%	3.4%	-0.5	-1.9	-1.0%	12.5%
[44] O=C(NCCCN1CCc2ccccc2C1)C1CCN(c2nnc(-n3cccc3)s2)CC1
  -2.4%	-9.3%	-1.1%	-10.9%	5.4%	-3.5	3.5	-5.3%	-13.3%

# Screen by screen, quoted from above.
# Nos. 34 to 42 in IL-2 act read -0.1, -4.0, -0.1, -1.3, 1.0, -0.2, -0.1, 1.6, 0.1
# Nos. 34 to 42 in aSyn rescue read 1.1%, -4.5%, -0.1%, -0.8%, 1.0%, 6.0%, 1.1%, -11.0%, -3.3%
